EPAC2 antagonist: qHTS for Antagonist of cAMP-regulated guanine nucleotide exchange factor 2 (EPAC2): primary screen; Potency, µM (series often up to 114 µM), without a hit: at the highest dose activity, negative = inhibition, hits mostly inhibitors; EPAC2 GEF exchange of Rap1B-BODIPY-GDP, fluorescence; 0.18% of 360,000 active; Rap guanine nucleotide exchange factor 4 (Homo sapiens), Q8WZA2; note: potency is the fitted concentration of half-maximal effect; % is set by controls: 0 for no effect and ±100 for the full control effect; nearly all actives have a fitted effect of over 45% in size; many of its hits are not listed in these tables
Mm-Cpn inhibitor: Inhibitors of TCP-1 ring complex (TRiC) of Methanococcus maripaludis (MmCpn): qHTS; Potency, µM (top dose mostly 76.9 µM), without a hit: at the top dose activity, negative = inhibition, most hits filed as inhibitors; 0.031% of 330,000 active; Chaperonin Mm-Cpn (Methanococcus maripaludis); purified Mm-Cpn ATPase, ADP Transcreener TR-FRET; note: potency is the fitted concentration of half-maximal effect; % is set by controls: 0 for no effect and ±100 for the full control effect; nearly all actives have a fitted effect of over 80% in size
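Inhibition of chaperonin ATP hydrolysis is measured as reduced ADP production, detected by competitive TR-FRET in which signal falls with ADP. Final enzyme 25 nM and ATP 10 uM, reacted 30 min at 37°C.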
PLK1 PBD block: qHTS for Inhibitors of PLK1-PDB (polo-like kinase 1 - polo-box domain): Primary Screen | Plk1 PBD binding of FITC phosphopeptide, fluorescence polarization | Potency, µM, for inactives: max response, negative = inhibition, actives largely listed as inhibitors | 2.8% of 360,000 active; note: potency is the fitted concentration of half-maximal effect; series mostly up to about 57 µM; % is set by controls: 0 for no effect and ±100 for the full control effect; nearly all actives have a fitted effect of over 65% in size
EPAC1 ag: qHTS for Agonist of cAMP-regulated guanine nucleotide exchange factor 3 (EPAC1): primary screen; 0.073% of 360,000 active; EPAC1 agonist qHTS, biochemical assay; response scale: 100% = response to 6.5 mM cAMP; Potency, µM (highest dose often 154 µM), for the others: top-dose activation, actives largely listed as activators; Rap guanine nucleotide exchange factor 3 (Homo sapiens), O95398; note: potency is the fitted concentration of half-maximal effect; nearly all actives have a fitted effect of over 60% in size
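EPAC1 100 nM, Rap1B–BODIPY-GDP 250 nM, unlabeled GDP 50 uM; compound titration; 5 min RT; kinetic read ex480/em540 at 5-min intervals ×30 min; data normalized to 6.5 mM cAMP agonist control.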
CCT modulator: High-Throughput Screening for Modulators of Cytosolic Chaperonin Activity | activity change, % (concentration not given with the values), hits read low | 0.3% of 360,000 active | purified chaperonin ATPase assay, HTRF ADP detection, 30 min; in the data active = activity change below about -30%; note: % is set by controls: 0 for no effect and ±100 for the full control effect
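TRiC at 40 or 20 nM final (batch-dependent) in 30 mM Tris pH 7.4, 100 mM KCl, 5 mM MgCl2, 1 mM DTT, with compound at single 76 uM and 10 uM ATP, 30 min at 37 deg C. ADP detected by HTRF Transcreener, 665/615 ratio.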
EPAC1 antagonist: qHTS for Antagonist of cAMP-regulated guanine nucleotide exchange factor 3 (EPAC1): primary screen; Rap guanine nucleotide exchange factor 3 (Homo sapiens), O95398; EPAC1 GEF assay, Rap1b-BODIPY-GDP exchange fluorescence; Potency, µM (highest dose often 115 µM), for the others: at the top dose activity change, negative = inhibition, usual class: inhibitors; 0.14% of 360,000 active; AID 720709, 2013;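 note: potency is the fitted concentration of half-maximal effect; plate controls were vehicle for no effect and positive control for full effect; nearly all actives have a fitted effect of over 50% in size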
WRN inhibitor: qHTS for Inhibitors of WRN Helicase | Bifunctional 3'-5' exonuclease/ATP-dependent helicase WRN (Homo sapiens), Q14191 | AID 651768, 2012 | WRN helicase unwinding, fluorescent forked duplex, kinetic | 0.46% of 360,000 active | Potency, µM (doses to about 114 µM), inactives show top-dose activity change, negative = inhibition, hits mostly inhibitors; note: potency is the fitted concentration of half-maximal effect; % is set by controls: 0 for no effect and ±100 for the full control effect; nearly all actives have a fitted effect of over 55% in size
Target sequence (Q14191 whole entry, looked up): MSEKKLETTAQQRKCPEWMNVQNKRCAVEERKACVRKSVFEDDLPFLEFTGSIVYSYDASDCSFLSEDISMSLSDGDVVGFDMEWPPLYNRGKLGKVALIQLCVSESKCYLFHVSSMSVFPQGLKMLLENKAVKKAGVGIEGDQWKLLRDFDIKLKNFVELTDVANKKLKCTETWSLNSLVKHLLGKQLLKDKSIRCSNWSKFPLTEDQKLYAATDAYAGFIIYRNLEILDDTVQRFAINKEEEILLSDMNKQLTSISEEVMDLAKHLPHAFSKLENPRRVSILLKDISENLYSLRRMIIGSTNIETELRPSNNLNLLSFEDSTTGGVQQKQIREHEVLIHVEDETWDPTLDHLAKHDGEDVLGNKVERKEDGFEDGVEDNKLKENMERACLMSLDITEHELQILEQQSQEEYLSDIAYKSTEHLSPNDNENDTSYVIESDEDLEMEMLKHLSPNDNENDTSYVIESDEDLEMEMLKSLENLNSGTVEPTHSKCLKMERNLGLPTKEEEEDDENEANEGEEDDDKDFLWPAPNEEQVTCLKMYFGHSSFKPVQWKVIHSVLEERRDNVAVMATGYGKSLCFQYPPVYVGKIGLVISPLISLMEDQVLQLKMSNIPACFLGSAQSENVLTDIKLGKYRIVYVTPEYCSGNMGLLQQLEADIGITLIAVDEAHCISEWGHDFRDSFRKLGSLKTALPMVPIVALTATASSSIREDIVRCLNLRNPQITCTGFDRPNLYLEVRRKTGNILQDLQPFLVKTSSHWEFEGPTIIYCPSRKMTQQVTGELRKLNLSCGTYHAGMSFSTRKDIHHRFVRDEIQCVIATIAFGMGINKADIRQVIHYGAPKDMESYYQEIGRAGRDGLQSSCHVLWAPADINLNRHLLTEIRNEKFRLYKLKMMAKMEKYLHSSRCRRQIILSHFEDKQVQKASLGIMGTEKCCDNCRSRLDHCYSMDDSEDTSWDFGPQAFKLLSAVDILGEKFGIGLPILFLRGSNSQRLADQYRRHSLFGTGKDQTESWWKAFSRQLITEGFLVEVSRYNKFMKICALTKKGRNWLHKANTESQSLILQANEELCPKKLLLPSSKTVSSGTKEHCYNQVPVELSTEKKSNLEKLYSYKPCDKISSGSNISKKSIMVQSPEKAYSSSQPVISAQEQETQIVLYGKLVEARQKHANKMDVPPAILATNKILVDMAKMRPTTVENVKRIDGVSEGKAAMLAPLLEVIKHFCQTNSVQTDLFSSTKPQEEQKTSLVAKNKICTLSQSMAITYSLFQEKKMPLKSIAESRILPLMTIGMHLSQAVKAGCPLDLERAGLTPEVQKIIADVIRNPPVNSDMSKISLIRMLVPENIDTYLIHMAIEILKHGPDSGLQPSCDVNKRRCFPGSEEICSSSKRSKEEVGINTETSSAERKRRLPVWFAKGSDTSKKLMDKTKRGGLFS
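WRN at 20 nM final preincubated with compound 15 min at room temperature; reaction started with 100 nM fluorophore/quencher forked duplex oligonucleotide and 2 mM ATP final. Unwinding followed kinetically by red fluorescence (ex 525, em 598 nm).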
PI5P4K alpha inh: qHTS for Inhibitors of phosphatidylinositol 5-phosphate 4-kinase (PI5P4K) | Phosphatidylinositol 5-phosphate 4-kinase type-2 alpha (Homo sapiens), P48426 | 1.2% of 330,000 active | PI5P4Kalpha enzyme, ADP-Glo luminescence, 60 min; stronger effect = lower value | max response, %; active = max response of -50% or lower; inconclusive = between -30% and -50%; inactive = -30% or higher; note: value at the top dose of about 77 µM; % is set by controls: 0 for no effect and ±100 for the full control effect
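ADP-Glo luminescence end-point read after a 60 min room-temperature kinase reaction of PI5P4Kalpha plus substrate, initiated with ATP at 5 microM final. Buffer: 0.038 M HEPES pH 7.4, EGTA, 0.1% CHAPS, 5% DMSO.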
Starred values were filed as active, the others as inactive; ? = inconclusive; nt = no result given; [ ] = another dose, or the depositor's remark. Unless noted, calls come from the whole dose curve; as a rule, active = well fitted curve in the direction sought with a large enough effect; inconclusive = small, poorly fitted or top-dose-only effect, or another doubt; inactive = no such curve, though single readings can be large; an effect the other way counts as inactive or inconclusive. Some of the compounds tested. The share of hits here may be higher or lower than overall.

Preview, seven compounds:
Value order – EPAC2 antagonist	WRN inhibitor	PLK1 PBD block	Mm-Cpn inhibitor	PI5P4K alpha inh	EPAC1 antagonist	EPAC1 ag	CCT modulator
O=C(Nc1ccc(NC(=S)NC(=O)c2cccs2)cc1)c1ccccc1
 : 15.5%	7.8%	-4.3%	-1.6%	-2.3	-7.9%	-1.3%	0.4
CCn1c(SCC(=O)NCC2CCCO2)nc2c([nH]c3ccccc32)c1=O (stereo not given)
 : 4.6%	4.4%	-0.2%	2.1%	-0.5	6.3%	2.8%	-3.5
O=C(Nc1ccc(Br)cc1Cl)c1ccc(OCC2CCCO2)cc1 (stereo not given)
 : -18.1%	-11.6%	-1.8%	0.4%	1.4	-6.9%	12.1%	2.4
Cc1ccccc1S(=O)(=O)Nc1ncnc2sccc12
 : -0.1%	-5.7%	-29.1%	-3.1%	-18.7	5.3%	3.4%	0.6
COc1cccc(/C=N/NC(=O)CC(=O)NCCc2ccccc2)c1OC
 : 12.5%	-2.7%	1.7%	1.5%	-2.6	7.5%	-7.6%	0.0
CCCn1nc(C(=O)OCC(=O)c2ccccc2)c2ccccc2c1=O
 : 3.0%	-15.1%	1.7%	1.2%	3.8	5.0%	-9.3%	1.8
COc1ccc(S(=O)(=O)N2CCC(C(=O)N3CCN(C)CC3)CC2)cc1OC
 : -3.5%	-20.5%	-1.3%	0.7%	-2.6	5.9%	-2.4%	-1.2

Main list, from the first entry:
Value order – EPAC2 antagonist	WRN inhibitor	PLK1 PBD block	Mm-Cpn inhibitor	PI5P4K alpha inh	EPAC1 antagonist	EPAC1 ag	CCT modulator
O=C(Nc1ccc(NC(=S)NC(=O)c2cccs2)cc1)c1ccccc1
 : 15.5%	7.8%	-4.3%	-1.6%	-2.3	-7.9%	-1.3%	0.4
CCn1c(SCC(=O)NCC2CCCO2)nc2c([nH]c3ccccc32)c1=O (stereo not given)
 : 4.6%	4.4%	-0.2%	2.1%	-0.5	6.3%	2.8%	-3.5
O=C(Nc1ccc(Br)cc1Cl)c1ccc(OCC2CCCO2)cc1 (stereo not given)
 : -18.1%	-11.6%	-1.8%	0.4%	1.4	-6.9%	12.1%	2.4
Cc1ccccc1S(=O)(=O)Nc1ncnc2sccc12
 : -0.1%	-5.7%	-29.1%	-3.1%	-18.7	5.3%	3.4%	0.6
COc1cccc(/C=N/NC(=O)CC(=O)NCCc2ccccc2)c1OC
 : 12.5%	-2.7%	1.7%	1.5%	-2.6	7.5%	-7.6%	0.0
CCCn1nc(C(=O)OCC(=O)c2ccccc2)c2ccccc2c1=O
 : 3.0%	-15.1%	1.7%	1.2%	3.8	5.0%	-9.3%	1.8
COc1ccc(S(=O)(=O)N2CCC(C(=O)N3CCN(C)CC3)CC2)cc1OC
 : -3.5%	-20.5%	-1.3%	0.7%	-2.6	5.9%	-2.4%	-1.2
CC(C)(C)c1ccc(C(=O)N/C(=C\c2ccco2)C(=O)O)cc1
 : 5.5%	-10.3%	-10.8%	-2.2%	2.3	-6.9%	4.1%	1.5
Cc1ccc(CNC(=O)c2cccnc2Cl)cc1
 : -1.5%	0.3%	-17.3%	-0.3%	-4.2	-9.8%	8.0%	-0.9
Cc1ccc(S(=O)(=O)Nc2cccc(C(=O)NCCCn3ccnc3)c2)cc1F
 : 12.8%	-3.5%	1.8%	-0.6%	9.6	11.0%	-10.2%	2.1
CCSc1nc(=S)cc(C)[nH]1
 : -9.4%	9.1%	26.7µM*	-3.7%	?	-0.7%	-2.0%	-0.9
Cc1ccc(C(=O)NC(Cc2c[nH]c3ccccc23)C(=O)O)o1 (stereo not given)
 : 13.4%	1.7%	-13.1%	0.8%	-3.0	0.9%	9.3%	-1.4
CCN(c1ccccc1)S(=O)(=O)c1cccc(C(=O)N(C)CC(=O)Nc2ccc(F)c(F)c2F)c1
 : -20.8%	-0.1%	-3.7%	nt	8.8	-25.1%	2.3%	-0.1
CC1(C)CC(=O)C2=C(C1)Nc1ccccc1NC2c1nc2ccccc2[nH]1 (stereo not given)
 : -4.0%	3.8%	-6.5%	-2.0%	3.1	15.0%	0.1%	0.6
COc1ccc(-c2nc(S(=O)(=O)c3ccccc3)c(N3CCCC3)o2)cc1
 : -0.6%	0.2%	-13.9%	nt	-25.4	-17.9%	7.6%	-0.1
O=C(c1cccs1)N1CCC(c2nc3c(nnn3Cc3ccccc3)c(=O)[nH]2)CC1
 : -3.9%	-5.4%	-3.9%	0.2%	nt	-7.7%	3.6%	0.5
O=C(Nc1ccc([N+](=O)[O-])c(NC(=O)C2CCCO2)c1)C1CCCO1 (stereo not given)
 : 8.1%	-17.6%	?	-0.3%	-27.2	-5.5%	-5.9%	0.5
CCCCOc1cccc(C(=O)Nc2ccccc2N2CCCC2)c1
 : -14.0%	-11.9%	6.6%	-0.3%	-0.9	-25.4%	-1.0%	0.2
O=C(NCc1ccccc1)/C(=C\c1ccc([N+](=O)[O-])cc1)NC(=O)c1ccco1
 : 17.4%	-18.6%	-1.9%	1.6%	-2.7	7.4%	2.6%	1.1
O=C1C=C(c2ccoc2)N2CCC[C@H]2C1
 : 0.0%	-0.8%	-0.9%	0.2%	-1.4	8.0%	1.3%	1.3
C#CCOCCOCCOCCNc1nc(N2CCOCC2)nc(N2CCN(C(=O)[C@H](CCC(=O)O)n3cc(C(N)Cc4ccc(O)cc4)nn3)CC2)n1 (stereo not given in full)
 : 1.5%	7.6%	-11.0%	nt	-2.6	-7.6%	-8.0%	-1.0
C=CCOc1cccn2c(N(C=O)Cc3ccc(OC)cc3)c(CC)nc12
 : 2.3%	3.7%[57.1 µM]	-14.6%	nt	-0.7	-13.1%	-2.4%	0.0
COc1ccc(C(=O)Nc2cccc(S(=O)(=O)N3CCCC3)c2)cc1S(=O)(=O)N1CCOCC1
 : 3.7%	0.7%	-3.9%	0.8%	-1.0	-3.7%	4.1%	-2.8
CC1=C(C(=O)Nc2ccccc2)C(c2ccco2)n2ncnc2N1 (stereo not given)
 : 0.2%	-3.7%	-7.8%	-0.5%	nt	12.3%	5.5%	-0.6
C[C@H]1CN([C@@H](C)CO)C(=O)c2cc(Br)cnc2O[C@H]1CN(C)C(=O)C1CC1
 : 5.6%	4.1%	-4.2%	nt	4.6	1.1%	-2.8%	-2.2
CC(=O)N1c2ccccc2S(=O)(=O)c2c1ccc1ccccc21
 : -1.0%	-8.0%	-2.6%	nt	6.8	-5.7%	12.4%	3.1
C/C(=N\NC(=O)c1ccc(Cl)cc1)c1ccc(N2CCOCC2)cc1
 : -1.9%	-1.5%	-10.1%	-2.2%	-6.7	-12.0%	4.5%	-1.0
O=C(Nc1ccccc1SCC1CSc2nc3ccccc3c(=O)n21)c1ccccc1 (stereo not given)
 : 15.8%	1.1%	1.3%	2.8%	2.5	15.1%	8.7%	0.0
COc1ccc(C2=NS(=O)(=O)N(C)C(C(=O)NCc3ccccn3)=C2)cc1OC
 : 4.8%	7.3%	-4.4%	0.8%	-0.9	-8.7%	-2.7%	1.1
CCN(CC(=O)N1CCCC1)S(=O)(=O)c1ccccc1
 : 7.6%	7.7%	2.7%	-0.8%	-5.9	-0.7%	-11.5%	-1.6
COc1ccc(CNC(=O)COC(=O)CCS(=O)(=O)c2ccc(C)cc2)cc1OC
 : 10.0%	-5.5%	-4.3%	1.0%	-6.4	4.0%	-7.2%	1.9
Cc1cc(OCC(=O)Nc2ccc(S(=O)(=O)N3CCN(C)CC3)cc2)ccc1Br
 : -9.8%	0.0%	-6.5%	-0.9%	-1.8	-16.0%	5.6%	-1.9
COc1cc(NC(=S)NCc2ccc(S(N)(=O)=O)cc2)cc(OC)c1
 : 12.2%	0.8%[57.1 µM]	?	0.1%	-2.6	-18.0%	-1.5%	-7.1
Clc1ccc2oc(SCc3cccnc3)nc2c1
 : -11.6%	-2.6%	-6.8%	-1.2%	8.3	0.3%	-7.2%	0.8
CN(C)/C=C/C(=O)c1ccc2noc(-c3ccccc3)c2c1
 : -11.1%	1.9%[11.6 µM]	-24.0%	3.9%	-69.6*	-25.4%	9.7%	-7.7
O=C(Nc1ccccc1)C1Cc2c(-c3ccc4c(c3)OCO4)ccnc2O1 (stereo not given)
 : 1.9%	0.9%	3.8%	nt	?	-18.0%	1.0%	1.0
CCN(CC(=O)NC1CCS(=O)(=O)C1)C(=O)c1ccc(OC)c([N+](=O)[O-])c1 (stereo not given)
 : 4.4%	1.7%	-5.6%	1.4%	-1.0	9.2%	-1.2%	0.0
O=C(CSc1nnc(-c2ccncc2)o1)Nc1ccccc1Cl
 : 17.4%	-11.9%	-3.5%	1.5%	2.7	-12.4%	-0.7%	-1.7
Clc1ccc(OCc2nnc(SCc3nc4ccccc4[nH]3)n2Cc2ccco2)cc1
 : -5.3%[57.1 µM]	-17.0%	-10.1%	-5.9%	?	-23.2%	11.6%	-1.1
CNC(=O)c1c2c(nc3ccc(Br)cc13)CCCC2
 : -5.8%	-11.0%	-3.5%	?	5.2	0.9%	2.6%	-8.5
COc1ccccc1NC(=O)Nc1ccnn1C1CCN(C(=O)c2cscn2)CC1
 : -0.5%	4.7%	2.9%	-1.3%	-3.3	-5.5%	-12.3%	-0.1
Cc1ccc(OCC(=O)N/N=C\c2ccco2)c(C)c1
 : -0.5%	-3.1%[57.1 µM]	-5.5%	0.7%	nt	-2.3%	4.6%	1.8
COCCn1c(C)cc(C2=NNC(=Nc3ccc(F)cc3)SC2)c1C
 : 10.5%	-1.9%	-22.0%	-0.3%	-27.7	-6.3%	-36.1%[inhibitor]	2.9

Screens from PubChem.
